Source: PubChem BioAssay
TAAR1 antag = antagonists of human TAAR1; 1.5% of 360,000 active; AID 624466; Q96RJ0; CHO RD-HGA16 TAAR1, Fluo-8 calcium fluorescence, antagonist; inhibition, % at 3 µM;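 active means inhibition above a per-plate cutoff, the mean inhibition of test compounds on that plate plus 3 SD, cut at about 49% in these data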;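 further: 0% = DMSO plus EC80 beta-PEA response and 100% = DMSO alone without agonist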
Target sequence (Q96RJ0 whole entry, looked up): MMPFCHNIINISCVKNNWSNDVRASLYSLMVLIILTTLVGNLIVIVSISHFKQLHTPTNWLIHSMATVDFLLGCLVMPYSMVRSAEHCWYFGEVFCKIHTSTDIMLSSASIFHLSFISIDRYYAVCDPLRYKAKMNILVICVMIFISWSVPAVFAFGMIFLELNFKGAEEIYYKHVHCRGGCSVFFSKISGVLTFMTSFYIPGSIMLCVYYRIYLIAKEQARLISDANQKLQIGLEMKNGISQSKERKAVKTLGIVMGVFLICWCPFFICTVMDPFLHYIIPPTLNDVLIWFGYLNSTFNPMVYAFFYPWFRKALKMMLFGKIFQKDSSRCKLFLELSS
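Test system – hTAAR1-expressing CHO RD-HGA16 cells, Gα16-coupled · Reagent – β-PEA at EC80 concentration, post-compound challenge · Compound dosing – 3 µM, single point · Timing – 140 s kinetic read after compound, 140 s after agonist · Detection – Fluo-8 intracellular calcium dye fluorescence, real-time kinetic reads · Control set – DMSO and EC80 PEA controls · Repeats – n of 1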
M1 ag parental = nonselective activator or artifact in parental CHO-K1 cells; Fluo-8 calcium fluorescence; scaled to maximal ATP response, vehicle zero; activation, % at 3 µM; AID 602248; 0.48% of 360,000 active; in the data active means activation above about 15%;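 further: untransfected CHO-K1 host cells lacking M1 receptor as counterscreen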
CHO parental Ca = counter-screen: ATP calcium response change in parental CHO cells; parental CHO-K1, ATP-induced calcium, Fluo-8 fluorescence; inhibition, % at 5.6 µM; 0.63% of 330,000 active;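 active means inhibition above that plate's mean sample inhibition plus 3 SD, cut at about 26% in these data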;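 further: 0% = ATP-challenged DMSO wells and 100% = DMSO wells without ATP; some compounds past the cut are filed as inactive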
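Assay system – parental CHO cells · Reagent – ATP stimulus · Detection – intracellular calcium via Fluo-8 no-wash fluorescent dye · Evaluation – percent inhibition of ATP-evoked calcium rise, normalized to controls · Controls – ATP wells versus no-ATP DMSO wells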
V1R ag counter = counter-screen for oxytocin receptor agonists: human V1a receptor agonists | P37288 | CHO-V1R cells, Fluo-8 calcium fluorescence, agonist mode; 0% DMSO, 100% 3 nM vasopressin | activation, % at 3 µM | 0.25% of 320,000 active | AID 2797;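 active means activation above the mean activation of all tested compounds plus 3 SD, per screening run, cut at about 20% in these data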;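 further: signal is peak over basal fluorescence ratio across a 100 second FLIPR read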
CHO-K1 Ca antag = M1 antagonist counterscreen hit in parental CHO-K1 cells. ATP-induced calcium, Fluo-8 fluorescence. inhibition, % at 3 µM. 0.6% of 360,000 active;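 active means inhibition above a per-plate cutoff, the plate's mean sample inhibition plus 3 SD, cut at about 24% in these data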;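 further: 0% = DMSO plus EC80 ATP and 100% = DMSO alone without ATP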
CHO-K1 Ca PAM = nonselective activator or artifact in parental CHO-K1 calcium assay; ATP EC20, Fluo-8 calcium fluorescence; 0% at ATP EC20, 100% at ATP max; activation, % at 3 µM; 0.02% of 360,000 active;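 active means activation above the run cutoff, the mean activation of all test compounds plus 3 SD, cut at about 40% in these data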;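 further: peak over basal fluorescence ratio in a 140 s read after ATP addition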
TAAR1 agonist = human TAAR1 agonism; Q96RJ0; CHO RD-HGA16 TAAR1, Fluo-8 calcium fluorescence; vehicle wells 0%, saturating PEA agonist 100%; activation, % at 3 µM; 0.99% of 360,000 active;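 active means activation above the mean activation of all test compounds in the run plus 3 SD, cut at about 38% in these data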
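Assay system – CHO-derived RD-HGA16 cells with stable Gα16 and human TAAR1 · Compound dosing – one-point dosing at 3 µM (nominal) · Incubation – 17-24 h seeding, 75 min 37 °C dye, 30 min RT · Measured by – kinetic Fluo-8 calcium fluorescence · Control set – DMSO vehicle as 0%, PEA at EC100 as 100% · Repeats – single well for each compound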
M1 ag = activates human CHRM1 receptor. 0.33% of 360,000 active. CHO-K1 hM1, Fluo-8 calcium fluorescence, agonist mode; 0% DMSO, 100% acetylcholine EC100. P11229. activation, % at 3 µM;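 active means activation above the run's mean compound activation plus 3 SD, cut at about 16% in these data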;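 further: peak over basal fluorescence ratio within a 140 s kinetic read after compound addition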
Target sequence (P11229 whole entry, looked up): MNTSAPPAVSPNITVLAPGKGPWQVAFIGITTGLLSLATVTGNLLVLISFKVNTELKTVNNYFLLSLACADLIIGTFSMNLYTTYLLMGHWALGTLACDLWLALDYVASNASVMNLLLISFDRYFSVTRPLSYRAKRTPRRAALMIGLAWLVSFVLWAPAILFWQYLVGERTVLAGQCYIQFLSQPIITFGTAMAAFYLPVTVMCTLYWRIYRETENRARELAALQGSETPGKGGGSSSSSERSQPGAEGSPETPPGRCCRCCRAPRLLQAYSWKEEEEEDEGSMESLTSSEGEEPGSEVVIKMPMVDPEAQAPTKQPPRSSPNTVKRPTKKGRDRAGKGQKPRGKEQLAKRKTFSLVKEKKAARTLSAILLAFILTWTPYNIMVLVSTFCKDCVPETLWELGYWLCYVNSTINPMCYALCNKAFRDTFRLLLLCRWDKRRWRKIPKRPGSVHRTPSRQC
OXTR potentiate = potentiators of human oxytocin receptor; 0.061% of 320,000 active; AID 2445; P30559; CHO-OTR cells, Fluo-8 calcium fluorescence, potentiator mode; 0% = oxytocin EC15, 100% = EC100; activation, % at 3 µM;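 active means activation above that plate's cutoff, the mean activation of tested compounds plus 3 SD, cut at about 6.6% in these data, passing the limit was not always enough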;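 further: 100% uses oxytocin at 75 nM as the full agonist control; some results filed as inactive read as strong as hits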
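test system = CHO-OTR cells, human receptor | compound = single-point 3.0 µM | schedule = 6 min compound pre-incubation at room temperature, 100 s kinetic read | signal = Fluo-8 no-wash calcium dye fluorescence, excitation 470-495 nm, emission 515-575 nm | repeats = single well per compound, singlicate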
* marks the source's active call; other numbers are inactive results; . = not tested or not shown.

SMILES	TAAR1 antag	M1 ag parental	CHO parental Ca	V1R ag counter	CHO-K1 Ca antag	CHO-K1 Ca PAM	TAAR1 agonist	M1 ag	OXTR potentiate
COc1ccc(CCCNC(=O)C2Cc3c(-c4ccc5c(c4)OCO5)ccnc3O2)cc1 (configuration not stated)	-13	0.6	.	.	2	-12	-1	-1	.
CCCCCN(C(=O)CCC(=O)OCC(=O)N1CCC(C)CC1)c1c(N)n(CCCC)c(=O)[nH]c1=O	-19	0.4	-2	-0.9	-2	-8	1	-4	1
C/C=C(\C)C(=O)NCCN1C2=NC[C@H](C)N2C[C@@H]1Cc1ccc(OC)cc1	8	0.0	-14	0.5	-6	1	3	-14	3
Cc1cc2c(ncn2C)c(NS(=O)(=O)c2ccc(Cl)cc2)c1C	8	0.8	-9	0.6	-4	18	1	-8	-10
Cc1ccc(S(=O)(=O)N2CCN(C(=O)COC(=O)c3ccccc3Cl)CC2)c(C)c1	21	8.9	-17	5.4	-9	-2	8	-1	-10
Cc1cc2c(cc1C)C(c1cccc([N+](=O)[O-])c1)CC(=O)N2 (configuration not stated)	-7	4.5	-14	8.0	-12	28	4	-4	-14
O=C1CCCN1CCCNC(=S)Nc1ccc(Br)cc1Cl	-4	1.5	-8	-0.8	-17	1	15	-10	-3
Cc1ccc(S(=O)(=O)N(C)C)cc1NC(=O)Nc1ccccc1F	0	0.1	-6	-0.3	2	-2	0	-4	-9
COc1ccc(OC)c(CN2CCC(N3CCC(C(=O)NC4CC4)CC3)CC2)c1	-19	0.1	-5	1.6	-5	-9	4	-6	0
Cc1ccc(NP(=O)(c2ccc(N(C)C)cc2NC(=O)c2cccs2)N2CCOCC2)cc1 (configuration not stated)	-21	-0.1	-24	0.7	-8	15	2	-2	0

4 entries already listed, arranged by formula weight, ascending.
SMILES	TAAR1 antag	M1 ag parental	CHO parental Ca	V1R ag counter	CHO-K1 Ca antag	CHO-K1 Ca PAM	TAAR1 agonist	M1 ag	OXTR potentiate
Cc1cc2c(ncn2C)c(NS(=O)(=O)c2ccc(Cl)cc2)c1C	8	0.8	-9	0.6	-4	18	1	-8	-10
Cc1ccc(S(=O)(=O)N(C)C)cc1NC(=O)Nc1ccccc1F	0	0.1	-6	-0.3	2	-2	0	-4	-9
O=C1CCCN1CCCNC(=S)Nc1ccc(Br)cc1Cl	-4	1.5	-8	-0.8	-17	1	15	-10	-3
CCCCCN(C(=O)CCC(=O)OCC(=O)N1CCC(C)CC1)c1c(N)n(CCCC)c(=O)[nH]c1=O	-19	0.4	-2	-0.9	-2	-8	1	-4	1

Additional structures
SMILES	TAAR1 antag	M1 ag parental	CHO parental Ca	V1R ag counter	CHO-K1 Ca antag	CHO-K1 Ca PAM	TAAR1 agonist	M1 ag	OXTR potentiate
COc1cc(/C=C2\CCC(C3CCCC3)C2=O)ccc1OC(C)C (configuration not stated)	-16	-0.7	-2	1.0	-5	-1	4	0	-9
Cc1ccc(CNC(=O)c2ccc(N3CCCC3=O)cc2)cc1	23	0.3	-9	0.4	10	-13	5	-4	-4
CC(C)N(CCCNC(=O)C1CCN(C(=O)c2cc3sccc3n2C)CC1)Cc1ccccc1	-1	-0.3	-19	0.7	-16	3	0	-6	-7
CCc1ccc(-c2nc(CN3CCCC(C(=O)O)C3)c(C)o2)cc1 (configuration not stated)	-17	1.0	3	-0.3	-9	25	0	2	-3
C/C(=N/NC(=O)C1CCCN1C(=O)c1ccc([N+](=O)[O-])cc1)c1ccc(Br)cc1 (configuration not stated)	-17	0.2	.	.	-15	12	-2	-4	.
COCCN(C(=O)c1csnn1)C(C(=O)NC1CCCCC1)c1ccccc1 (configuration not stated)	12	0.7	-11	-0.9	-16	29	0	-4	-7
COc1cccc(N2CC(C)Cn3c2nc2c3c(=O)n(CCN3CCOCC3)c(=O)n2C)c1 (configuration not stated)	13	-0.5	-32	-1.7	-7	11	-1	-7	-6
COc1ccc(-c2ncncc2-c2csc(C)n2)c(O)c1OC	12	0.5	-26	-0.9	-6	14	15	-1	-7
COc1ccc(C2/C(=C(/O)c3ccc(C)cc3)C(=O)C(=O)N2c2ccccn2)cc1 (configuration not stated)	0	0.5	-2	-0.5	-16	-5	-1	-5	-1
O=C(c1cccc(Br)c1)N1CCN(S(=O)(=O)N2CCCCC2)CC1	-13	3.5	-7	1.9	-4	3	6	0	-7
CS/C(Nc1cc(Cl)ccc1Cl)=C(/C#N)C(=O)c1ccco1	-27	-0.1	-16	0.7	5	0	-1	2	-5
CC(C)OCCCNC(=O)C(NC(=O)c1ccc(Cl)cc1)C(C)C (configuration not stated)	-5	4.7	0	-0.1	-4	15	3	-6	-7
CCc1cc(C(=O)OC)c(NC(=O)CC2NCCNC2=O)s1 (configuration not stated)	3	0.5	-5	-0.5	3	18	-1	-5	-1
COc1ccc(C(NC(=O)C2CCN(CCOc3ccc(Cl)cc3)CC2)c2cccs2)cc1 (configuration not stated)	22	5.2	.	.	15	-2	35	14	.
Cc1cc(Nc2ccccc2)nc(N2CCN(C(=O)c3ccc4c(c3)OCO4)CC2)n1	1	0.0	-28	2.0	-7	7	0	-1	-2
CC(C)(C)CNC(=O)c1ccc2c(c1)S(=O)(=O)c1cc(Cl)ccc1C2=O	42	0.3	-17	-0.8	-16	10	16	-3	-2
CCCCn1nc(C(=O)Nc2nc3c(s2)CCCC3)c2ccccc2c1=O	10	0.3	-27	1.5	-10	12	1	-7	-9
O=C(NCc1ccco1)c1ccc(Oc2ccccc2)cc1	12	0.1	-5	-0.5	-1	0	1	-6	-3
Cc1ccc(CC(CC(=O)Nc2cccc(C(F)(F)F)c2)C(=O)O)cc1 (configuration not stated)	-8	-0.4	-6	-0.4	-1	5	4	-7	-7
COc1ccc(NC(=O)Nc2ccc(F)cc2)c(C)c1	6	2.2	-2	2.0	2	4	4	-10	0
O=C(COC(=O)C1CCN(C(=O)Nc2ccccc2)CC1)NCC(F)(F)F	14	0.8	1	1.2	-7	18	2	-3	-10
Cc1nc(-c2ccccc2)sc1C(=O)CSc1ccc(Br)cc1	-7	0.0	-14	0.5	-4	8	2	0	-12
O=C(NCC(F)(F)F)c1ccc(S(=O)(=O)Nc2ccccc2N2CCCC2)cc1	3	0.8	-8	0.7	-8	3	0	-7	3
CCC1(C)Cc2c(sc3nc(SC)nc(NCCN(C)C)c23)CO1 (configuration not stated)	2	0.0	-10	-0.1	-11	17	7	2	-2
COC(=O)Cc1ccc(NC(=S)NCCSc2ccc(Cl)cc2)cc1	27	6.8	-17	9.7	11	-15	12	-1	-13
CC1(C)CC(N=C2C([N+](=O)[O-])=CC=C3C2=NC2(CCCCC2)N3O)CC(C)(C)N1	-11	0.4	8	0.0	-14	6	3	-4	-1
Cc1nn(C)c(C)c1CNC(=O)/C=C/c1ccccc1F	-6	2.6	-11	3.7	-8	22	6	-4	-7
CCOC(=O)Nc1ccc(NC(=O)c2c(OC)cccc2OC)cc1	-12	0.4	-5	1.8	-4	18	4	-6	-9
CC(C)c1ccc(NC(=O)C(c2ccccc2)N2CCN(C=O)CC2)cc1 (configuration not stated)	1	0.1	-9	0.1	5	-5	4	-5	-1
CCN(CC)S(=O)(=O)c1cc(NS(=O)(=O)c2cccc(C(=O)O)c2)ccc1C	-4	0.2	-11	-0.6	-12	15	6	-2	-2
COc1ccccc1C(=O)c1c(C)c(CCC#N)n2ccccc12	-8	10	-7	-0.8	-1	15	-1	5	1
COc1ccccc1OCC(=O)Nc1cc(Cl)ccc1N1CCCCC1	5	-0.5	-22	-0.2	1	-21	6	-8	-4
COc1ccc(NC(=O)Cn2c(=O)n(-c3ccccc3)c(=O)c3sccc32)c(OC)c1	-26	1.0	-13	0.1	-8	14	0	-2	-12
CCn1c(N2CCN(C(=S)NCCc3ccccc3)CC2)nc2ccccc21	21	11	-10	6.1	-7	4	35	-1	-12
O=C(CCC(=O)c1ccc(Oc2ccccc2)cc1)Nc1ccc(C(=O)O)cc1	-1	0.0	18	0.7	5	4	13	3	1
CCOc1nc(C)ccc1-c1noc(-c2cccnc2)n1	-16	-0.4	-5	-0.5	4	-6	1	-1	-9
O=C(NCCCN1CCCC1=O)Nc1ccc(Br)cc1Cl	-17	0.6	-7	0.1	-2	-17	-1	-4	-7
CC(C)OCCCNC(=O)C1CCN(S(=O)(=O)c2ccc3nc4c(c(C(=O)O)c3c2)CCCCC4)CC1	4	0.6	-8	-0.4	1	-20	6	-2	-3
Cc1ccc(NS(=O)(=O)c2ccc(OCC(=O)NCc3ccccn3)cc2)cc1	8	1.8	-3	4.1	-9	-2	5	-1	-13
CCOC(=O)N1CCN(C(=O)C(CC)n2nc(C)c3sc4ccccc4c3c2=O)CC1 (configuration not stated)	-18	-0.4	-15	-0.8	-13	22	-3	-4	6
O=C(CC1NC(=O)NC1=O)Nc1ccccc1 (configuration not stated)	-13	-0.5	-9	0.3	-2	10	4	0	-8
N#CCCn1c(SCC(=O)c2c[nH]c3ccccc23)nc2ccccc21	25	2.3	-9	1.5	3	7	18	-4	-15
CC(=O)NCCn1c(C)cc2ccccc21	-18	-0.1	-7	2.0	-2	16	5	-1	1
COc1ccc(C(=O)NC(=S)NNC(=O)c2ccccc2O)cc1	33	2.1	-10	5.2	-13	10	80*	7	-16
O=C1c2ccccc2C(=O)N1/N=C/c1ccc(O)c(O)c1O	.	0.3	.	.	-15	11	.	1	.
COc1ccc(C(=O)O/N=C2\CCS(=O)(=O)c3sccc32)cc1	16	1.1	4	-0.1	0	-12	15	-4	-9
COC(=O)c1ccsc1NC(=O)c1cccc(OC)c1	-26	3.5	-19	-0.6	-5	3	-3	-5	-5
NNC(=O)c1ccc([N+](=O)[O-])c(CS(=O)(=O)c2ccc(Cl)cc2)c1	31	2.7	-8	0.2	5	7	13	-2	-2
CC1CCCC(NC(=O)COC(=O)c2ccc([N+](=O)[O-])s2)C1C (configuration not stated)	-7	0.5	2	0.4	5	4	4	-3	-3
CCOC(=O)N(C)c1c(CC)nc2c(OCc3ccccc3)cccn12	-14	-0.7	.	.	-3	5	-2	-8	.
Continued:
SMILES	TAAR1 antag	M1 ag parental	CHO parental Ca	V1R ag counter	CHO-K1 Ca antag	CHO-K1 Ca PAM	TAAR1 agonist	M1 ag	OXTR potentiate
COc1ccc(CN(C)S(=O)(=O)c2nnc(NC(=O)c3ccccc3)s2)cc1OC	-39	1.6	-9	5.4	-17	5	3	-1	-12
O=C(OCC(=O)N1CCCc2ccccc21)c1cc(S(=O)(=O)N2CCOCC2)ccc1F	-12	0.7	-27	1.1	-13	10	0	-3	-3
CCOC(=O)CNC(=O)C1(/C=C/c2ccccc2)CC(=O)N1c1ccc(OC)cc1 (configuration not stated)	-9	1.1	-12	0.2	-10	1	0	-3	-8
CN1CCN(CC/C=C2/c3ccccc3Sc3ccc(S(=O)(=O)N(C)C)cc32)CC1	-40	1.4	3	2.0	7	-6	6	-5	-17
